# From PubChem
# ERp5 block: blocks human ERp5 reductase activity on insulin; Q15084; ERp5 insulin aggregation, absorbance 650 nm, 90 min; inhibition, % at 9.99 µM; 350,000 tested, 0.05% active;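 active = mean replicate inhibition above about 25%, with every replicate also reaching it, limit read from the data, passing the limit was not always enough; inconclusive = only one of those two criteria met; inactive = neither criterion met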
# Target sequence (Q15084 whole entry, looked up): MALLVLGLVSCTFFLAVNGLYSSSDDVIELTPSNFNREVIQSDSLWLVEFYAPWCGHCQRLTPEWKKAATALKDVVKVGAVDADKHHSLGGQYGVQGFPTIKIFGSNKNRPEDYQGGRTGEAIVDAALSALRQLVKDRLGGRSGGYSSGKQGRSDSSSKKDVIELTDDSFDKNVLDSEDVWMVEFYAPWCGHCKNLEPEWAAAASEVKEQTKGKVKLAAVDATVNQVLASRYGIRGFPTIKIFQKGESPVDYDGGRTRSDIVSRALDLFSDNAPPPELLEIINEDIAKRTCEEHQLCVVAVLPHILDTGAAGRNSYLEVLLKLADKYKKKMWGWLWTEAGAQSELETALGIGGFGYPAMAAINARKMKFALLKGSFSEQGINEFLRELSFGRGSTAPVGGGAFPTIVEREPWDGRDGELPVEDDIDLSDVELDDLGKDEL
# CFTR F508del cor: correctors of CFTR F508del function in bronchial epithelial cells. AID 720511. CFBE cells, YFP halide quenching; stimulated with forskolin plus potentiator P3; % fluorescence drop versus neutral controls. 350,000 tested, 0.36% active. activity (quench increase), % at 7.58 µM;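 active = mean added fluorescence quench of at least 8% versus neutral control, with both replicates also reaching 8%; inconclusive = only one of the mean or replicate conditions met; inactive = mean below 8% and not both replicates reaching 8%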;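 note: cells transiently co-express mutant CFTR-F508del with the halide-sensitive YFP; corrector assay measuring rescue of mutant channel to the surface after 24 h compound exposure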
# PAX8 inh HTS: lowers PAX8-driven luciferase in RMG-I cells. RMG-I TPO-luciferase reporter, SteadyGlo, 24 h. inhibition, % at 12.6 µM. 360,000 tested, 1.2% active. AID 652154;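 active = mean replicate inhibition at least 60% with every replicate also reaching 60%; inconclusive = only one of the two criteria is met; inactive = mean below 60% and not all replicates reaching 60%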;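 note: luciferase light reporting Pax8 driven TPO promoter activity; plate controls were median of neutral control wells for no effect and mitoxantrone controls for full effect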
# XiGFP reactiv: X-chromosome reactivation activator. activation, % at 7.58 µM. XiGFP mouse fibroblasts, % GFP-positive cells imaging, 3 d; cells co-treated with 5-aza-dC sensitizer; scaled so ellipticine positive control = 100%. AID 743238. 360,000 tested, 0.055% active;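 active = mean normalized replicate activation at least 10% and every replicate at or above 10%; inconclusive = only one of the two criteria met; inactive = mean below 10% and not all replicates reach 10%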;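 note: 0% = median of on-plate neutral control wells and 100% = ellipticine 6 µM median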
#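 Material: SV40-immortalized XiGFP fibroblast cells, line 68-5-11 | Buffer or medium: DMEM containing 5-aza-dC | Dosing: One concentration, pinned | Times: 3 d treatment, 15 min room-temperature fixation | Controls: Ellipticine 6 µM positive control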
# DENV2 CPE: inhibitors of DENV2 cytopathic effect | 350,000 tested, 1.7% active | AID 651640 | DENV2-infected cells, cytopathic effect rescue, plate reader | CPE inhibition, % at 9.99 µM; in the data active = CPE inhibition above about 20%, passing the limit was not always enough; inconclusive = no clear call, values can overlap the other calls; tested in BHK-21 cells;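 note: 0% = median of neutral control wells and 100% = median of positive control wells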
# INS-1E GSIS act: GLuc luminescence reporter in INS-1E cells, primary screen for activators of glucose-dependent secretion of insulin. AID 743287. 370,000 tested, 0.61% active. activation, % at 16.6 µM. INS-1E GLuc reporter insulin secretion, 2-3 h;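 active = lowest replicate activation of at least 40%, so every replicate reaches that level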;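 note: 0% = median of neutral control wells and 100% = median of IBMX positive control wells; some compounds called inactive have numbers as strong as hits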
# EWS-Fli inh: inhibitors of EWS/Fli oncoprotein transcriptional activity | A673 NR0B1-luciferase reporter, viability-normalised | inhibition, % at 12.6 µM | 350,000 tested, 0.67% active | AID 651661;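 active = mean inhibition of at least 50% after viability correction, with every replicate also passing that limit; inconclusive = mean reaches 50% but only one of two replicates passes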;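 note: firefly luciferase signal divided by Alamar Blue viability fluorescence both relative to DMSO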
# ARNT-TACC3 inh: disrupts binding between human ARNT and TACC3; Q9Y6A5; AlphaScreen His-ARNT PAS-B/GST-TACC3 binding, luminescence; TACC3 fragment carries E629A point mutation; inhibition, % at 9.99 µM; 390,000 tested, 0.66% active;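 active = mean inhibition of replicates at least 50% and at least half of replicates each reaching 50%; inconclusive = half or more replicates reach 50% but mean below 50%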;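 note: 0% = complete ARNT plus TACC3 wells and 100% = ARNT alone without TACC3; many hits fall short of the cut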
# Active calls of the source: *; u = inconclusive; x = no result given; & = joins results of further samples.
smiles	ERp5 block	CFTR F508del cor	PAX8 inh HTS	XiGFP reactiv	DENV2 CPE	INS-1E GSIS act	EWS-Fli inh	ARNT-TACC3 inh
COCC1CCN(C(=O)c2cc(COc3ccc(OC)cc3Cl)on2)C1 (stereo not drawn)	-5	-2.2	-47	0.1	8	10	-41	x
C=CCC[C@H](Cc1ccc(F)cc1)C(=O)OC[C@@H](C)NC(=O)[C@@H](CC=C)CC(=O)N[C@H](CO)Cc1ccccc1	0	3.4	27	0.1	8	x	0	1
COC(=O)[C@]1(C)N[C@H](CN(C)C(=O)Nc2ccccc2)[C@@H]2C(=O)N(C)C(=O)[C@@H]21	-3	0.7	-5	0.1	19	x	-6	-4
CC(C1CC1)N(Cc1ccccc1)C(=S)Nc1ccccc1Cl (stereo not drawn)	1	2.0	7	0.0	7	-25	7	0
CC1CCCC(C)N1CCNC(=O)CCn1nc(-c2ccccc2)ccc1=O (stereo not drawn)	-2	x	7	0.0	4	0	-7	-4
COc1ccc(NC2c3ccccc3C(=O)N2c2ccccn2)cc1Cl (stereo not drawn)	5	1.4	-66	0.1	u	30	-11	-4
C/C=C/c1ccc2c(c1)O[C@@H](CN(C)CC1CCOCC1)[C@@H](C)CN([C@H](C)CO)S2(=O)=O	x	2.0	-9	2.5	x	1	0	x
CCC(=O)Nc1ccc2c(c1)OC[C@@H](C)N(C(=O)c1cnccn1)C[C@@H](C)[C@H](OC)CN(C)C2=O	0	0.9	1	0.1	-2	12	-8	-6
CCN(CC(=O)NC1CCS(=O)(=O)C1)S(=O)(=O)c1ccccc1Cl (stereo not drawn)	8	-3.8	-7	-0.1	3	14	x	-1
COC(=O)c1cc(OC)c(OC)cc1NCC(=O)Nc1ccc(C)cc1	1	0.0	34	0.0	0	6	-1	-8
CO[C@H]1CN(C)C(=O)c2ccc(NC(=O)C3CC3)cc2OC[C@@H](C)N(C(=O)Cc2ccccn2)C[C@H]1C	3	2.3	-5	-0.1	2	10	-1	-9
O=C(Nc1cccc2ccccc12)c1cccc(F)c1	0	1.6	-23	0.0	-4	25	-22	-3
CC1CC(NC(=O)/C(C#N)=C/c2ccc[nH]2)CC(C)(C)C1 (stereo not drawn)	0	-1.6	4	0.0	15	-4	15	-3
CCN1CCN(Cc2ccc(NC(=O)Nc3ccccc3Cl)cc2)CC1	-4	0.3	-162	0.0	-1	-2	-54	-2
COc1ccc(S(=O)(=O)N2C[C@H](O)COC[C@H]3O[C@@H](CC(=O)NCCCN4CCOCC4)CC[C@@H]32)cc1	-1	-1.8	0	0.4	-23	3	-6	4
CCN(CC)C(=O)Cn1cc(C(=O)C(=O)N(CC)C2CCCCC2)c2ccccc21	8	0.0	-6	0.0	1	-15	x	-2
NS(=O)(=O)c1ccc(CNC(=O)c2ccccc2SCC(=O)N2CCCC2)cc1	-1	-0.4	0	0.0	10	11	1	-6
COCCNC(=O)c1ccc2c(c1)C(=O)c1ccccc1-2	2	0.5	-21	0.3	-2	28	-5	7
C/C=C/c1cnc2c(c1)C(=O)N([C@@H](C)CO)C[C@@H](C)[C@H](CN(C)C(=O)c1ccc3c(c1)OCO3)O2	1	-3.5	x	-0.9	-4	1	2	-2
C/C=C/c1cnc2c(c1)C(=O)N([C@H](C)CO)C[C@H](C)[C@H](CN(C)C(=O)Nc1c(C)noc1C)O2	x	-1.1	x	0.0	-3	8	2	x
COC(C[C@@H]1O[C@H]1C(=O)[C@@H](C)OCc1ccccc1)OC	3	3.5	-42	1.6	-16	-11	5	-8
O=C(CCCN1C(=O)NC2(CCCC2)C1=O)Nc1cccc(S(=O)(=O)N2CCOCC2)c1	1	-1.5	-6	0.3	-4	9	6	0
Cc1noc(C)c1NC(=O)N(C)C[C@@H]1Oc2ccc(NC(=O)Nc3ccc(F)cc3)cc2CC(=O)N([C@H](C)CO)C[C@@H]1C	7	-0.3	5	-0.2	-3	15	-4	4
CN(C)c1ccc2c(c1)[C@H]1C[C@@H](CC(=O)NCc3ccc(Oc4ccccc4)cc3)O[C@@H](CO)[C@H]1O2	-5	1.7	24	-0.1	3	-3	18	24
COc1ccc(CCNC(=O)Nc2ccc(F)cc2F)cc1OC	-2	-3.2	-3	0.1	8	3	-9	4

# Remaining list, next part.
smiles	ERp5 block	CFTR F508del cor	PAX8 inh HTS	XiGFP reactiv	DENV2 CPE	INS-1E GSIS act	EWS-Fli inh	ARNT-TACC3 inh
COc1ccc(C2=NOC(C(=O)N3CCN(c4ccccc4OC)CC3)C2)cc1 (stereo not drawn)	1	-0.5	3	0.0	-1	0	0	-2
Cc1ccc(-c2csc3ncnc(Oc4cccc5ccc(C)nc45)c23)cc1	-1	0.1	-9	-0.1	6	6	19	-2
C[C@@H]1CN([C@H](C)CO)C(=O)c2cccc(NC(=O)C3CC3)c2O[C@H]1CN(C)S(C)(=O)=O	-1	-0.9	-38	0.2	-1	1	-5	2
COc1ccccc1NC(=O)/C=C/c1cc([N+](=O)[O-])ccc1OC(F)F	-4	0.7	22	0.2	-3	-3	0	-3
CSCCC(NS(=O)(=O)c1c(Cl)cccc1Cl)C(=O)O (stereo not drawn)	0	-0.7	-8	0.0	5	-5	0	-3
N#CCc1ccc(NC(=O)CSc2nnc(C3CC3)n2C2CC2)cc1	-2	-4.8	5	0.3	-5	33	9	-2
C[C@@H]1CN([C@@H](C)CO)C(=O)c2cccc(NC(=O)Nc3ccccc3)c2O[C@H]1CN(C)S(=O)(=O)c1ccccc1	-1	1.3	2	0.0	40*	15	-3	0
COc1ccc(CN(C)C[C@@H]2OCCCC[C@@H](C)Oc3ccc(NS(=O)(=O)c4ccccc4)cc3C(=O)N([C@@H](C)CO)C[C@H]2C)cc1	-4	1.0	7	0.1	-4	-5	6	12
COc1ccc(S(=O)(=O)Nc2cccnc2)c(Cl)c1Cl	3	0.1	13	0.2	9	-11	-2	1
O=C(O)c1cccc(-c2ccc(/C=c3/sc4nc5ccccc5n4c3=O)o2)c1	3	-0.7	-16	-0.1	-2	2	-15	1
COCCN(Cc1nc(C(c2ccccc2)c2ccccc2)no1)C(C)C	-3	-1.0	0	0.2	3	-24	9	-6
O=C(N/N=C/c1ccccc1)c1ccc(-c2ccccc2)cc1	-6	1.1	-5	0.2	u	-5	-9	0
Cc1cccc(NC(=O)CSc2nnc(NC(=O)C3CCC3)s2)c1	-1	-3.0	-7	0.0	-2	3	3	6
Cc1ncc([N+](=O)[O-])n1Cc1ccc(Cl)cc1	1	1.5	11	1.8	3	-4	3	-7
CCCCOC(=O)c1ccc(NC(=O)COC(=O)CN2C(=O)NC3(CCCC3)C2=O)cc1	-5	-1.9	-44	0.0	-3	-51	x	-3
Nc1c(-c2ccc(Cl)cc2)cnn1-c1ccccc1	5	-7.6	-178	0.4	-6	-4	-101	-6
O=C(Nc1ccc(Cc2ccc(NC(=O)Nc3cccnc3)cc2)cc1)Nc1cccnc1	-10	-1.4	-21	0.1	2	1	3	x
CCCN1CCc2c(sc(NC(=O)CCS(=O)(=O)c3ccccc3)c2C(N)=O)C1	-7	0.8	-26	0.0	6	16	x	x
CCN1[C@H](C(=O)NC2CCC2)[C@@H](CO)[C@@H]2Cn3c(ccc(-c4ccc(OC)cc4)c3=O)[C@@H]21	u	1.5	27	0.0	-9	1	-2	16
CC(C)OC(=O)NCCOC(=O)Nc1ccccc1Cl	6	-2.6	-12	0.0	4	3	9	-4
COc1ccc2c(c1)c(C(=O)CN1CCN(Cc3ccccc3)CC1)c(C)n2C	-4	0.9	7	0.0	-4	x	1	22
CCOc1ccc(/C=C/C(=O)NCCc2ccc(OC)c(OC)c2)cc1	x	x	-6	0.0	x	19	x	2
CCOc1ccc(NC(=O)Cn2cc(C(=O)C3CC3)c3ccccc32)cc1	3	0.5	4	0.0	1	-3	13	-5
Cc1noc(C)c1S(=O)(=O)Nc1cccc2c1O[C@@H](CN(C)S(=O)(=O)c1ccc(F)cc1)[C@@H](C)CN([C@H](C)CO)C2=O	-6	-1.5	-23	-0.8	1	-7	-11	2
COc1cccc(CN(C)C(=O)c2ccc(OCC(=O)Nc3cccc(C(F)(F)F)c3)c(OC)c2)c1	2	3.5	45	0.0	-2	-48	38	-8

# The listing continues.
smiles	ERp5 block	CFTR F508del cor	PAX8 inh HTS	XiGFP reactiv	DENV2 CPE	INS-1E GSIS act	EWS-Fli inh	ARNT-TACC3 inh
CCCCN(C)CCNC(=O)c1cc2cc3ccc(OC)cc3nc2o1	1	0.9	-16	0.0	-2	-4	1	2
C[C@@H]1CN([C@@H](C)CO)C(=O)Cc2cc(NC(=O)Nc3ccc(C(F)(F)F)cc3)ccc2O[C@@H]1CN(C)Cc1ccc(C(=O)Nc2ccccc2N)cc1	-8	5.8	x	-0.1	4	6	55*	-28
CCC(=O)N[C@H]1C=C[C@@H](CC(=O)OC)O[C@@H]1CO	-1	4.7	-12	-0.1	-4	-2	6	x
COc1ccccc1CN1CC(C(=O)NCc2cccc(Cl)c2)CCC1=O (stereo not drawn)	0	2.9	21	0.0	2	-21	x	-5
Cc1noc(C)c1NC(=O)N[C@@H]1CC[C@H](CCNC(=O)C2CC2)O[C@H]1CO	-2	1.6	7	0.1	-3	28	-3	-6
CCCNC(=O)N(C)C[C@H]1Oc2cc(C#CC(C)C)ccc2S(=O)(=O)N([C@H](C)CO)C[C@H]1C	-2	0.1	6	-0.9	1	-8	10	-5
CC(=O)c1ccc(NC(=O)CN2CCOCC2)cc1	2	x	-2	0.0	0	x	-2	-3
CCCCn1c(N)c(N(CC(C)C)C(=O)CN2C(=O)C3CCCCC3C2=O)c(=O)[nH]c1=O (stereo not drawn)	-13	1.3	x	0.2	17	0	0	2
CCOC(=O)C1(CC2CC2)CCN(C(=O)c2cccnc2C)CC1	-1	-0.5	-21	-0.1	0	0	-10	-13
CN(C)C(CNC(=O)c1ccc(S(=O)(=O)Nc2ccccc2F)cc1)c1ccccc1 (stereo not drawn)	2	-1.5	-1	0.3	4	9	-3	-6
CC(C)Nc1ccc(Nc2ccnc3cc4ccccc4cc23)cc1	1	27*	97*	-0.7	-2	-61	36	30
CCOc1cc(OCC)cc(C(=O)N2CCC[C@H]2C(=O)N2CCC[C@H]2C(=O)N(C)Cc2ccccc2)c1	-7	0.7	-18	0.1	0	-8	3	x
C[C@H](CO)N1C[C@H](C)[C@H](CN(C)C(=O)Nc2ccc(C(F)(F)F)cc2)Oc2ncc(Br)cc2C1=O	0&10	1.9&1.1	0	0.3&0.4	11&-3	-19	2&-7	-7
O=C(O)C1CCCN(S(=O)(=O)c2ccc(Cl)s2)C1 (stereo not drawn)	6	1.7	-18	0.0	5	-4	-5	1
CC1Sc2ccc(S(=O)(=O)CCC(=O)NCc3ccc(Cl)cc3)cc2NC1=O (stereo not drawn)	4	-0.8	26	0.0	12	-6	x	-41
COc1ccc(C2c3ccc(O)cc3Oc3ncn4nc(-c5ccccn5)nc4c32)cc1 (stereo not drawn)	7	3.0	3	0.6	0	11	28	4
COc1cc(C(=O)OCC(=O)NCC2CCCCC2)ccc1OCC(C)C	0	0.5	-3	0.2	1	1	1	-5
